Compound activity deposited in PubChem BioAssay by University of Kansas High Throughput Screening Laboratory.
Pf apPOL inh = Pf-apPOL DNA polymerase inhibition; inhibition, % at 10 µM; actives 0.25% (n = 210,000); Recombinant Pf-apPOL, molecular beacon fluorescence, 1.5 h; AID 1794808
mHTT-CaM PPI inh = disrupts binding of mutant huntingtin to calmodulin | AlphaScreen His-mHTT/GST-CaM binding, luminescence | inhibition, % at 15 µM | actives 3.6% (n = 190,000) | AID 1671202;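 note: 0% = both proteins with DMSO and 100% = one protein alone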
An asterisk follows results filed as active; i = inactive; . = not tested or not shown; & = joins results of further samples. Cut-off read from the data, not from the text of the source: active = inhibition above about 50%; inactive = the rest.

Values run as follows: Pf apPOL inh	mHTT-CaM PPI inh
CNc1nc2c(C)cccn2c(=O)c1C=Nc1ccc(C)cc1
    -6.5	20.0
CCSC(SCC)C(O)C(O)C(O)C(O)CO (stereo not drawn)
    -17.3	.
O=C(NCc1ccc(F)cc1)C1CCN(c2cc(N3CCCCC3)ncn2)CC1
    -3.3	-7.1
O=C(NCc1cccnc1)c1ccc(NC(=O)C2CC2)cc1N1CCCCCC1
    -1.3	8.8
O=C(c1c[nH]c2ncccc12)N1CCCC1
    28.4	9.1
Cc1nc(-n2cccc2)sc1C(=O)NN=Cc1ccccc1Cl
    3.7&0.6	.
Cc1noc(-c2ccc(NC(=O)Nc3ccccc3)cc2)n1
    5.4	-5.1
CCC(=O)Nc1cccc(-c2nnc(-c3ccccc3)o2)c1
    1.2	-1.0
O=C(Cc1cccnc1)N1CCc2[nH]ncc2C1
    -2.3	-8.0
Cc1cc(=O)oc2c(C)c(OCC(=O)c3ccccc3)ccc12
    0.4	-1.0
CCc1ccc(-c2csc(N)n2)s1
    -7.1	37.5
COc1ccc(N2C(=O)CSC23CCCCC3)cc1
    -9.3	-4.0
COc1ccccc1CC(=O)N1CCC(c2nc3ccncc3n2C(C)C)C1 (stereo not drawn)
    2.0	8.4
CC(=O)c1sc2nc(-c3cccs3)cc(C(F)(F)F)c2c1N
    -13.7	.
Cc1ccc(C(C2=C(O)CC(C)(C)CC2=O)C2C(=O)CC(C)(C)CC2=O)o1 (stereo not drawn)
    1.9	3.1&5.9
CCOc1ccccc1NC(=O)C1CCN(c2cncnc2N2CCCCC2)CC1
    0.6	14.6
O=S1(=O)N=CN(c2ccc(F)c(F)c2)c2ncccc21
    3.1	-10.9
CCC(C)NC(=O)C1(C)CCC(=O)N1Cc1ccc(F)cc1Cl (stereo not drawn)
    -4.8	2.0
Cc1c(Cl)cccc1NC(=O)CCS(=O)(=O)c1cccc2nsnc12
    -1.2	4.0
COc1nn(C)cc1C(=O)Nc1ccc(C(=O)NN2CCN(C)CC2)cc1
    -6.5	-11.5
O=c1cc(-c2ccc(F)cc2)ncn1CCNS(=O)(=O)C1CC1
    -6.6	-8.7
COc1cc2c(cc1OC)C(C(=O)NCc1ccc(F)cc1)C(c1ccccc1F)N(C)C2=O (stereo not drawn)
    -3.8	8.0
O=C(O)c1cc(NC(=O)c2ccccc2[N+](=O)[O-])cc(C(=O)O)c1
    -3.3	-2.3
COc1ccc(C(C#N)=Cc2cnc(-c3ccccc3)[nH]2)cc1
    -0.3	.
CS(=O)(=O)N(CC(=O)Nc1ccc(Br)cc1)c1cccc(Cl)c1Cl
    -5.9	12.1
COc1ccc(-c2noc(C3CCN(CC(=O)Nc4ccc(F)cc4C)CC3)n2)cc1
    -6.2	-2.3
CCCN(CCC)CCCNC(=O)C1CCCN(c2ncc(-c3ccc(F)cc3)cn2)C1 (stereo not drawn)
    -1.9	0.2
O=C1CSC(c2ccccc2[N+](=O)[O-])N1CCc1ccccc1 (stereo not drawn)
    -5.2	6.0
CC(=O)Nc1ccc(N=Cc2ccc(Cl)cc2)cc1
    1.7	2.0
COc1ccc(C2Nc3ccccc3NC3=C2C(=O)CC(C)(C)C3)cc1 (stereo not drawn)
    0.3	3.1

Part of the list above, with each value named:
> Cc1cc(=O)oc2c(C)c(OCC(=O)c3ccccc3)ccc12
  Pf apPOL inh = 0.4; mHTT-CaM PPI inh = -1.0
> CCc1ccc(-c2csc(N)n2)s1
  Pf apPOL inh = -7.1; mHTT-CaM PPI inh = 37.5

(listing goes on)
Values run as follows: Pf apPOL inh	mHTT-CaM PPI inh
CCSc1nnc(-c2nn(C)c3c2CN(C(=O)c2ccc(F)cc2)CC3)n1C
    -4.3	-2.5
COc1ccc(Br)cc1C1=N/C(=C/c2ccccc2Cl)C(=O)O1
    -4.3	0.0
CCc1ccc(-n2[nH]c(=O)c(C=c3c(C)c(C#N)c4nc5ccccc5n4c3=O)c2O)cc1
    5.6	57.0*
C=CCc1ccccc1OCCN1CCN(C)CC1
    -12.7	5.9
c1ccc2c(c1)N1CC3(CCCCC3)CNC1C21OCCO1 (stereo not drawn)
    -8.9	.
CCN(CC)CC(O)COc1ccccc1 (stereo not drawn)
    -3.4	0.8
O=C(Nc1cccc(C(F)(F)F)c1)c1cc2cc([N+](=O)[O-])ccc2oc1=O
    -4.8	-3.0
CCCC1CCC(C2=N/C(=C\c3cccc(OC)c3)C(=O)O2)CC1 (stereo not drawn)
    0.2	-4.0
O=C(O)COc1ccc(Br)cc1/C=C1\NC(=O)N(Cc2ccc(F)cc2)C1=O
    -5.4	0.0
CC1CCCN(c2cc(NCCCC(=O)O)c3c4c(onc24)-c2ccccc2C3=O)C1 (stereo not drawn)
    -0.3	77.0*
CC(=O)c1cccc(NC(=O)N2CC(C)C(c3nc(-c4ccccc4)no3)C2)c1 (stereo not drawn)
    -8.6	-1.2
CC1(C)Cc2cccc(OCC(=O)N3CC(c4nc5ccccc5[nH]4)C3)c2O1
    -7.0	21.6
N#CCN1CCN(C(=O)c2ccc(C(F)(F)F)cc2)CC1
    2.1	-4.0
Cc1cccc(OCC(=O)N2CCC3(C2)C(=O)N(C)c2ccccc23)c1 (stereo not drawn)
    -6.2	7.3
O=C(CC1Nc2ccccc2NC1=O)Nc1ccc([N+](=O)[O-])cc1 (stereo not drawn)
    -1.6	-3.0
Cc1c(C)c(C)c(S(=O)(=O)Nc2cccnc2)c(C)c1C
    -1.2&6.0	.
O=S(=O)(c1ccccc1)N1CCC2(CC1)NCCN=C2NC1CCCCC1
    -5.2	0.3
Cc1ccc(OCCCN2CCOCC2)c(Br)c1
    -3.2	-2.6
COc1ccccc1C1C2=C(N=C3SCC(=O)N31)c1ccccc1CC2 (stereo not drawn)
    -7.6	2.0
O=c1cc(C(F)(F)C(F)F)oc2ccc([N+](=O)[O-])cc12
    -8.2	8.9
Cc1ccccc1C=C1Oc2cc(OC(=O)C(C)C)ccc2C1=O
    -4.7	-5.2
CCCOc1nccnc1NC1CCN(C(=O)c2ccncc2)CC1
    -5.7	-1.0
CCNC(=O)CC1Sc2ccccc2NC1=O (stereo not drawn)
    -6.1	1.3
O=C(c1ccoc1)N1CCC(OCc2nc(-c3ccccc3)no2)CC1
    -2.5	15.7
Nc1ccc(Nc2ccc(N)cc2S(=O)(=O)O)cc1
    .	97.5*
COc1ccc(-c2ccc(/C=C(\C#N)C(=O)Nc3ccccc3C(=O)O)o2)c([N+](=O)[O-])c1
    -4.9	43.0
N#C/C(=C\c1cn(Cc2ccc(Cl)cc2Cl)c2ccccc12)C(=O)NCC1CCCO1 (stereo not drawn)
    -2.4	13.0
Cc1ccc(O)c(N=Cc2ccc(Cl)c([N+](=O)[O-])c2)c1
    -0.2	23.0
O=S(=O)(c1ccc(F)cc1)N1CCC(Oc2ccc(-n3cnnn3)cc2)CC1
    -10.0	-7.9
CCNc1cc(N2CCC(CCC(=O)N3CCN(c4ccccn4)CC3)CC2)ncn1
    -1.4	12.5

(cont.)
Values run as follows: Pf apPOL inh	mHTT-CaM PPI inh
CCCC(=O)Nc1ccc(-c2nc(-c3ccccc3)co2)cc1
    0.0	6.2
O=S(=O)(c1cccc2nsnc12)N1CCCn2nc(-c3ccncc3)cc2C1
    -2.3	19.7
Clc1cccc(Cl)c1CSc1nc2ccccc2o1
    .	-124.5
CN1/C(=C/C(=O)c2ccc(I)cc2)Sc2cc3c(cc21)OCO3
    -4.3	-1.0
CC(C)c1ccc(NS(=O)(=O)c2ccc3[nH]cc(C(=O)N(C)CCC#N)c(=O)c3c2)cc1
    -12.9	20.0
Cc1cccc(N(CC(=O)NCc2ccco2)S(=O)(=O)c2ccccc2)c1C
    -8.7	-0.4
O=C(Nc1ccc(N2CCOCC2)nc1)C1CCCC1
    0.0	-0.6
CCC(CC)C(=O)N1CCC(CCOC)CC1
    -4.8	-8.3
O=C(NCc1sccc1COc1ccc(Cl)cc1)Nc1cccc(C(F)(F)F)c1
    -5.5	.
CCOc1ccc(N2C(=O)CC(Sc3nnnn3-c3ccccc3)C2=O)cc1 (stereo not drawn)
    0.5	6.9
NNC(=O)c1csc(-c2ccc(C(F)(F)F)cc2)n1
    -30.2&-34.5	.
O=C1CC(N2CCN(c3ncccn3)CC2)C(=O)N1c1ccc(OC(F)(F)Cl)cc1 (stereo not drawn)
    -0.5	13.0
CN1CCN(CCC(=O)Nc2ccc(OC(F)(F)F)cc2)CC1
    3.1	-2.0
COc1ccc(/C=C2\SC(=O)N(CN3CCCC3)C2=O)cc1
    -4.1	26.0
CC(C)NC(=O)C1CCN(c2nc3ccc(-c4ccsc4)nc3s2)CC1
    -2.8	20.3
COc1ccc(-c2nnc(N3CCC(C(=O)Nc4cccc(OC)c4)CC3)o2)cc1
    -4.9	38.4
COc1ccc(-n2c(-c3cccc(OC)c3)cn3c4c(=O)n(C)c(=O)n(C)c4nc23)cc1
    -7.9	5.0
O=C(Cc1cccs1)N1CCCn2nc(-c3cccs3)cc2C1
    -6.4	6.1
O=C(O/N=C1\CCSc2ccccc21)c1ccc(Cl)c(Cl)c1
    -6.6	i
CCCc1noc(-c2cccnc2N2CCCN(C(=O)c3cccc(N(C)C)c3)CC2)n1
    -1.9	28.6
Cc1ccnc(N2CCC(C(=O)NCCN3CCCCC3)CC2)n1
    0.1	0.7
COCCCNC(=O)C(C)C1CCN(S(=O)(=O)c2cccs2)CC1 (stereo not drawn)
    -1.4	-3.2
C#CC(C)(C)N1CC(C)C(O)(c2ccccc2)CC1C (stereo not drawn)
    -3.4	-2.6
COc1ccc(S(=O)(=O)CC(=O)Nc2nc(C)c(C)s2)cc1
    -1.1	-7.7
Cc1cccc(NC(=O)Cn2nc(N(C)C)c3ccccc3c2=O)c1C
    4.0	8.7
Cc1cccc(-n2ccnc2SCC(=O)Nc2ccc(Cl)c(Cl)c2)c1
    -5.3	-3.0
Cc1[nH]nc2c1C1(CCC3(CC1)OCCO3)C(C#N)=C(N)O2
    .	-3.1
Cc1ccc(Cn2cc(CN3[C@H](Cc4ccccc4)COc4cc(Br)ccc4S3(=O)=O)nn2)cc1
    -4.9	-4.8
CCCc1cc(C2CCCN2C(=O)Nc2cc(OC)c(OC)c(OC)c2)no1 (stereo not drawn)
    -13.8	5.0
CCOc1cc(OCC)cc(C(=O)Nc2ccc3oc(-c4cccnc4)nc3c2)c1
    -0.9	-2.0

Other records follow.
Values run as follows: Pf apPOL inh	mHTT-CaM PPI inh
Cc1nc(NCCNC(=O)C(C)Oc2ccccc2)cc(N(C)C)n1 (stereo not drawn)
    -11.2	-2.9
Cc1ccc(-n2cc(-c3ccc(Cl)cc3)[nH]c2=O)cc1
    -10.4	26.0
Cc1ccc(N2C(=O)CC(Nc3ccc(F)cc3)C2=O)c(Br)c1 (stereo not drawn)
    -3.8	-0.5
CCOc1ccc(-n2c(Cc3cccn3C)nnc2SCC(=O)NO)cc1
    -4.1	-8.4
Cc1cc(C(=O)N2CCC(c3nc(C(=O)N4CCCCC4)c(C)o3)CC2)no1
    2.0	-8.1
COc1ccc(N=Cc2c(O)cc(C)oc2=O)c(OC)c1
    3.3&-4.3	-6.0&1.0
O=C(NCCCNc1ccc([N+](=O)[O-])cc1Cl)c1cccnc1
    -3.1	8.7
COc1cccc(C2=N/C(=C\c3ccccc3F)C(=O)O2)c1
    5.2	-8.0
Cc1nc2c(C(=O)NCc3ccccn3)cnn2c(C)c1Cc1cccc(Cl)c1
    -5.6	72.0*
Cc1ccc(N=Cc2c(C)[nH]n(-c3cccc(Cl)c3)c2=O)cc1C
    -7.4	3.0
CCn1c(=N)c(C(=O)NCCN2CCOCC2)cc2c(=O)n3cccc(C)c3nc21
    -2.5	9.0
COc1ccc(NC(=O)C2CCC2)cc1
    -0.5	-6.5
CC(C)C(=O)NCCc1csc(C2CCCN(C(=O)C3CCCCC3)C2)n1 (stereo not drawn)
    -5.2	0.9
Cc1[nH]nc2c1C(c1c(F)cccc1F)C(C#N)=C(N)O2 (stereo not drawn)
    -5.9	-1.0
Cc1nc(C)c(-c2ccc(=O)n(CCNC(=O)CSc3nnnn3C)n2)s1
    -3.6	-17.4
Cc1ccc(N2CC(C(=O)Nc3ccc(I)cc3)CC2=O)cc1 (stereo not drawn)
    0.5	6.0
CCOc1ccc(NC(=O)c2ccc(Cl)cc2Cl)c([N+](=O)[O-])c1
    0.3	10.5
O=C(NCCS(=O)(=O)N1CCN(CCc2ccccc2)CC1)c1cccs1
    -11.6	-2.0
CC(C)OCCCNC(=O)c1cc2n(n1)CCCN(Cc1ccccc1)C2=O
    0.0	-4.2
CC(C)c1cc(C2CCCN2Cc2c[nH]c3ccccc23)on1 (stereo not drawn)
    0.0	49.9
Cc1n[nH]c(C)c1Sc1ccccc1N=Cc1cc(Cl)ccc1O
    -6.1	31.0
O=C(CCCSc1ccc(NC(=O)c2ccco2)nn1)NCC1CCCO1 (stereo not drawn)
    -3.9	1.7
CC(=O)N1CCN(c2ccc([N+](=O)[O-])cc2F)CC1
    -0.9	3.9
O=C(NCCc1csc(C2CCCN(C(=O)c3cccs3)C2)n1)C1CC1 (stereo not drawn)
    -2.0	-3.6

Nothing new here: entries from further up.
Values run as follows: Pf apPOL inh	mHTT-CaM PPI inh
CCOc1ccc(-n2c(Cc3cccn3C)nnc2SCC(=O)NO)cc1
    -4.1	-8.4
Cc1cc(C(=O)N2CCC(c3nc(C(=O)N4CCCCC4)c(C)o3)CC2)no1
    2.0	-8.1
COc1ccc(N=Cc2c(O)cc(C)oc2=O)c(OC)c1
    3.3&-4.3	-6.0&1.0
O=C(NCCCNc1ccc([N+](=O)[O-])cc1Cl)c1cccnc1
    -3.1	8.7
COc1cccc(C2=N/C(=C\c3ccccc3F)C(=O)O2)c1
    5.2	-8.0
